# SSB-PriA inh – inhibitors of Klebsiella pneumoniae PriA binding to SSB C-terminal tail, primary screen, biochemical, AlphaScreen. PriA–SSB C-terminal tail interaction (Klebsiella pneumoniae). AlphaScreen SSBct-PriA binding, biotinylated peptide. inhibition, % at 33 µM. 430,000 compounds, 0.6% hits. AID 1272365, 2023; in the data active means inhibition mostly above about 37%, no sharp cut-off; inactive means mostly below about 20%;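 further: plate controls were negative control peptide for no effect and reference peptide for full effect; strong numbers were not always called active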
# Active calls of the source: *; & = joins results of further samples. Some of the compounds tested; rates above refer to the full screens.
SMILES,SSB-PriA inh
CCOc1ccc(-c2ccc(=O)n(CCNC(=O)c3ccc(S(=O)(=O)N(C)C)cc3)n2)cc1,-3
COC1(CNC(=O)c2ccc3nsnc3c2)Cc2ccccc2C1,0
O=S(=O)(NCCOc1ccc2c(c1)OCO2)c1cccc(Cl)c1Cl,10
c1ccc2c(c1)OCCO2,-5
COc1cccc(C(=O)Nc2ccc(-c3ccc4nnc(-c5cccs5)n4n3)cc2)c1,-13
O=C(Nc1ccc(Nc2cc(-n3ccnc3)ncn2)cc1)Nc1ccccc1F,-8
CC(=NN1CCN(C)CC1)c1c(O)n(Cc2ccccc2)c(=O)[nH]c1=O,-4
C[C@H]1CCCCN1C(=O)c1ccc(S(=O)(=O)N2CCOCC2)cc1,0
c1cn(C2CC3CCC(C2)N3)nn1 (configuration not stated),-3
COc1ccc(C(=O)NC[C@@H](c2ccc(C)cc2)N2CCOCC2)c(OC)c1,-2
Cc1cccc(C)c1OCc1nc2ccccc2c(=O)n1N=Cc1ccc(OCC(=O)O)cc1,-6
Cc1ccc(C(=O)ON=C2CC3CCC2(C)[C@@]3(C)CBr)cc1 (some centres not stated),-13
CC1(C)C2CC=C(C=NNC(=S)Nc3cccnc3)C1C2 (configuration not stated),-7
CC1(C)Cc2ccccc2C(C(=NO)C(N)=O)=N1,8
COc1ccc(Nc2nc(NCc3ccco3)nc(NN=Cc3ccccc3)n2)cc1,24
CC(Cn1cnc([N+](=O)[O-])n1)=NNC(=O)c1ccc(Br)cc1,-3
CC1=C(C(=O)Nc2ccccc2C)[C@H](c2ccnn2C)n2ncnc2N1,-3
CCOc1cc(C=NNC(=O)c2cccc([N+](=O)[O-])c2)ccc1OS(=O)(=O)c1ccccc1,3
Cc1cccc(NC(=O)CSc2cn(Cc3ccccc3)c3ccccc23)c1C,-5
Cn1nc(-c2cccc(NC(=O)C(c3ccccc3)c3ccccc3)c2)ccc1=O,6
COc1ccc(-c2csc3c(=O)n(Cc4ccccc4F)cnc23)cc1,-17
O=C(Nc1cccc2nsnc12)C1CCCN(c2ccc(-n3cccn3)nn2)C1 (configuration not stated),-2
CC(=NNC(=O)CNc1ccc(Cl)cc1C)c1ccc(C)cc1,16
CC(=NNc1nc(C)c(C)s1)c1cccc([N+](=O)[O-])c1,1
O=C(Nc1nnc(-c2cccs2)o1)c1ccc2ncsc2c1,-6
CCOc1cc(C=Nn2cnnc2)ccc1OS(=O)(=O)c1ccccc1,-5
COC(=O)c1[nH]c(C)c(C(O)=C2C(=O)C(=O)N(CCN(C)C)C2c2cccc(OC)c2OC)c1C (configuration not stated),-9
CCOc1coc(C(=O)Nc2cc(C)ccc2OC)cc1=O,-12
COC(=O)c1ccc(S(=O)(=O)NCC(OC)c2ccccc2Cl)cc1 (configuration not stated),11
Cc1cccnc1NC(=O)c1c[nH]c2c(C(F)(F)F)cccc2c1=O,-4
COc1ccc(C(O)=CC(=O)C(=O)NNC(=O)C(O)(c2ccccc2)c2ccccc2)cc1,-2
O=[N+]([O-])c1cc(F)c(N2CCc3ccccc3C2)cc1N1CCCCCC1,65*
Cc1ccnc(SCCCNC(=O)Nc2nccs2)n1,8
CS(=O)(=O)c1ccc(NC(=O)c2cnn3c2OCCC3)cc1,-14
O=C(NCCc1ccc(N2CCCC2)cc1)C(=O)Nc1ccc(F)c(Cl)c1,-8
O=C(CNC(=O)c1ccccc1)Nc1nc2c(s1)COCC2,-8
Cc1nn(-c2ccccc2Cl)c(Cl)c1C=NNc1nc2ccccc2s1,-7
O=C(CSC(F)(F)C(F)(F)C(F)(F)F)N1CCOCC1,5
O=C(CSCc1ccccc1)N(CCc1cccs1)C1CCOCC1,-26
O=C(NCCOc1ccc(F)cc1)c1cc(N2CCCC2)ncn1,-5
Cc1ccc(NC(=O)C(=O)NCc2ccc(C(=O)c3ccccc3)s2)cc1F,0
Cc1nc(-c2cccs2)sc1CNC(=O)Nc1ccc(F)cc1F,-8
O=C(Cn1cnc2c(cnn2C2CCS(=O)(=O)C2)c1=O)Nc1ccc(OC(F)(F)F)cc1 (configuration not stated),-4
C=CCN1C(=O)C(Cc2ccc(Br)cc2)SC1=NN=Cc1ccco1 (configuration not stated),5
O=C(NCC(O)c1csc2ccccc12)c1ccc(C(F)(F)F)nc1 (configuration not stated),-1
COc1cc2c(cc1OC)C(COc1ccc(F)cc1)N(C(=O)Cc1cccc3ccccc13)CC2 (configuration not stated),16
CCSc1ccccc1C(=O)NC[C@H](O)c1ccc(OC)c(OC)c1,-2
O=C(NCc1ccc(F)cc1)N(CCc1cccs1)Cc1cccnc1,-16
COCCNC(=O)C(=O)NCc1ccc(F)cc1,-14
O=C(C[C@@H]1C/C=C/CCCC(=O)OC[C@@H]2CCCN2C1=O)N[C@H](CO)Cc1ccccc1,-3

# (next part)
SMILES,SSB-PriA inh
COc1ccc(S(=O)(=O)NCCn2ncccc2=O)cc1F,3
O=C(NCc1cnn2ccccc12)c1ccc2ncsc2c1,5
CS(=O)(=O)N1CCCC1C(=O)Nc1nc(-c2cc(Cl)sc2Cl)cs1 (configuration not stated),2
O=C(c1cncc(Br)c1)N1CCC(Oc2nc3ccc(F)cc3s2)CC1,-6
O=C(CSc1nc2ccccc2o1)NCc1cnn2c1CCCC2,-25
COc1ccc(-n2c(C)nc3ccc(NC(=O)C4CC4)cc3c2=O)cc1,4
CCOc1ccccc1C=NNC(=O)CNC(=O)c1ccc(S(=O)(=O)N2CCOCC2)cc1,-3
O=C(NCCc1csc(-n2cccn2)n1)c1cc(-c2ccco2)[nH]n1,-3
CO[C@@H](CNS(=O)(=O)Cc1ccc(C(F)(F)F)cc1)c1ccccc1Cl,-20
CCOC(=O)N1CCc2c(sc(NC(=O)c3ccc(-c4nc5ccccc5s4)s3)c2C(N)=O)C1,-12
O=S(=O)(NCCOc1ccc2c(c1)OCO2)c1cccs1,8
CCC(CC)C(=O)Nc1cccc(C(C)=NNC(=O)c2ccccc2Cl)c1,8
CCOc1ccc(CC(=O)Nc2nc3c(s2)C(=O)CC(C)(C)C3)cc1,-3
CCN1C(=O)C(C)(C)COc2ccc(NS(=O)(=O)c3ccc(Cl)cc3)cc21,-5
COc1ccccc1NC(=O)N1CCN(c2ccc3nnc(-c4ccco4)n3n2)CC1,1
O=C(CCn1ccc(=O)[nH]c1=O)N1CC(c2nc(-c3cccc(Cl)c3)no2)C1,-1
O=C(c1ccc(F)cc1)N1CCN(c2nnnn2-c2ccccc2)CC1,-5
CCc1csc(NS(=O)(=O)c2ccc(NC(=O)C(c3ccccc3)c3ccccc3)cc2)n1,-29
COc1cccc(CSc2nc(C)c(CC(=O)Nc3cccc(Cl)c3C)c(=O)[nH]2)c1,-3
Cc1sc(NC(=O)c2ccccc2)c([C@@H](c2ccncc2)N2CCN(c3ccccc3)CC2)c1C,6
CC(C)(C)c1ccc(S(=O)(=O)NCc2ccc(C(=O)N3CCCCCC3)cc2)cc1,5
O=C(Cc1csc(NC(=O)C2CCC(=O)N2)n1)NCCC1=CCCCC1 (configuration not stated),-8
O=C(NCCCn1ncccc1=O)c1ccc2ncsc2c1,-9
COc1cc(Cl)c(C)cc1-n1ccn(CC#N)c(=O)c1=O,-3
CN(C)C(CNS(=O)(=O)c1ccc(N2CCCCS2(=O)=O)cc1)c1ccc2c(c1)CCO2 (configuration not stated),-5
O=C(Cc1ccccc1F)NCCCn1ncccc1=O,-3
CCCCCOc1ccc(CN2C(=O)C(=O)c3cc(C)ccc32)cc1OC,10
CCOc1cccc(C2C(=C(O)c3ccc4c(c3)CC(C)O4)C(=O)C(=O)N2CCCn2ccnc2)c1 (configuration not stated),-9
Cc1nn(CC#N)c(=O)c2c1cnn2-c1ccc(F)cc1,-1
O=[N+]([O-])c1ccccc1C=NN1CCN(c2ccncc2S(=O)(=O)N2CCCCC2)CC1,31

# Some of these compounds in order of length of the SMILES, ascending:
SMILES,SSB-PriA inh
Cc1nn(CC#N)c(=O)c2c1cnn2-c1ccc(F)cc1,-1
COc1cc(Cl)c(C)cc1-n1ccn(CC#N)c(=O)c1=O,-3
CN(C)C(CNS(=O)(=O)c1ccc(N2CCCCS2(=O)=O)cc1)c1ccc2c(c1)CCO2 (configuration not stated),-5

# (list continues)
SMILES,SSB-PriA inh
COc1cc(C=Nn2c(C)n[nH]c2=S)ccc1OCc1ccccc1,-16
Fc1ccc(CNc2nc3c(-c4cccc(Br)c4)nnn3c3ccccc23)cc1,-7
COc1ccc(Cl)cc1NC(=O)Cn1c(C2CC2)nc2c(cnn2-c2ccccc2)c1=O,-18&-17
Cc1ccccc1-c1noc(Cn2nc(-c3ccccc3F)ccc2=O)n1,-26
O=C(CSc1nnc(NC(=O)Cc2ccc(F)cc2)s1)NCC1CCCO1 (configuration not stated),-3
CN(CC1Cc2ccccc2CO1)C(=O)NCc1cccs1 (configuration not stated),-16
CCOC(=O)c1nn(-c2ccc(C)cc2)c(=O)cc1N1CCC(C(=O)OC)CC1,-10
CC(=NNC(=O)c1cccnc1)c1c(O)cc(C)oc1=O,2
Cc1nn(C)cc1C=NNC(=O)C1(O)c2ccccc2-c2ccccc21,-9
CC(=O)Nc1ccc(S(=O)(=O)NCC[C@H](O)c2cc(C)oc2C)c(C)c1,-4
COc1ccc(-c2csc(SCC(=O)Nc3cccc(C(F)(F)F)c3)n2)cc1,-26
CC1CCc2c(sc(NC(=O)CN3C(=O)c4ccccc4C3=O)c2-c2nc3ccccc3s2)C1 (configuration not stated),0
O=C(COc1ccccc1F)N1CCN(C(=O)[C@H]2C[C@@H]2c2cccs2)CC1,-7
O=S(=O)(c1ccc2c(c1)OCCO2)N1CCCSCC1CN1CCCC1 (configuration not stated),-6
Cc1cc(C(O)CCNC(=O)C2CC(=O)N(c3ccc(F)cc3)C2)c(C)o1 (configuration not stated),-17
CCCOc1ccc(C=NNC(=O)c2ccc3c(c2)OCO3)c(OCCC)c1,12
CN1CCN(C(C#N)c2ccc3c(c2)CCN3C)CC1 (configuration not stated),19
O=C(NCCCN1CCN(c2ccccc2)CC1)C(=O)NCc1ccc(Cl)cc1,-2
CC(C)(C)NC(=O)Cn1nc(-c2ccccc2)c2sc(N3CCCC3)nc2c1=O,-3
COc1cccc(C(=O)NCCN2CCn3cc(OC)c(=O)cc3C2=O)c1,-18

# 14 structures from above, ordered by SMILES length, low to high.
SMILES,SSB-PriA inh
CN1CCN(C(C#N)c2ccc3c(c2)CCN3C)CC1 (configuration not stated),19
CC(=NNC(=O)c1cccnc1)c1c(O)cc(C)oc1=O,2
Cc1ccccc1-c1noc(Cn2nc(-c3ccccc3F)ccc2=O)n1,-26
Cc1nn(C)cc1C=NNC(=O)C1(O)c2ccccc2-c2ccccc21,-9
COc1cccc(C(=O)NCCN2CCn3cc(OC)c(=O)cc3C2=O)c1,-18
O=C(NCCCN1CCN(c2ccccc2)CC1)C(=O)NCc1ccc(Cl)cc1,-2
Fc1ccc(CNc2nc3c(-c4cccc(Br)c4)nnn3c3ccccc23)cc1,-7
COc1ccc(-c2csc(SCC(=O)Nc3cccc(C(F)(F)F)c3)n2)cc1,-26
Cc1cc(C(O)CCNC(=O)C2CC(=O)N(c3ccc(F)cc3)C2)c(C)o1 (configuration not stated),-17
CC(C)(C)NC(=O)Cn1nc(-c2ccccc2)c2sc(N3CCCC3)nc2c1=O,-3
CC(=O)Nc1ccc(S(=O)(=O)NCC[C@H](O)c2cc(C)oc2C)c(C)c1,-4
O=C(COc1ccccc1F)N1CCN(C(=O)[C@H]2C[C@@H]2c2cccs2)CC1,-7
COc1ccc(Cl)cc1NC(=O)Cn1c(C2CC2)nc2c(cnn2-c2ccccc2)c1=O,-18&-17
CC1CCc2c(sc(NC(=O)CN3C(=O)c4ccccc4C3=O)c2-c2nc3ccccc3s2)C1 (configuration not stated),0

# Continuation.
SMILES,SSB-PriA inh
C=CCn1c(SCCCN2C(=O)c3cccc4cccc(c34)C2=O)nnc1-c1cccs1,-9&-2
N#Cc1nccnc1OC1CCN(C(=O)c2cc(C3CC3)on2)C1 (configuration not stated),-7
C=CCN1C(=O)C(C)(C)COc2ccc(NS(=O)(=O)c3ccc(C(C)(C)C)cc3)cc21,7
NC(=NOC(=O)c1cccc2ccccc12)c1ccccn1,-3
O=C(NCC[C@H](O)c1ccc2c(c1)OCO2)c1ccc2nsnc2c1,0
CCOC(=O)C(C)Sc1nnc(-c2cn(C)nc2OC)n1C (configuration not stated),-7
O=C(c1cc(-c2ccccc2)on1)N(CCc1cccs1)C1CC1,-19
CC(=O)Nc1ccc(S(=O)(=O)N2CCC(Oc3ncccc3C#N)CC2)cc1,-3
CCOc1ccccc1NC(=O)CSc1nc(=O)n2cccc(C)c2n1,-4
O=C(CSC1CCCC1)NCC1CCN(S(=O)(=O)c2cccnc2)CC1,3
C/C(=N/NC(=O)c1cc(C)[nH]n1)c1ccc([N+](=O)[O-])cc1,7
CSc1ncccc1C(=O)N1CCN(c2cc3c(nn2)CCCC3)CC1,29
COc1ccccc1Cn1ccnc1SCC(=O)Nc1ccc(C(C)=O)cc1,-16
Cc1cc(C)cc(NC(=O)CN2CCC(C(=O)Nc3ccc(OC(F)(F)F)cc3)CC2)c1,-18
CN1CCN(C(CNS(=O)(=O)c2ccc(-c3ccccc3)cc2)c2ccsc2)CC1 (configuration not stated),2
COc1ccc(NC(C)C(=O)NN=Cc2c(O)ccc3ccccc23)cc1 (configuration not stated),0
COc1ccc(O)c(C=NNC(=O)CCC(=O)Nc2ccc(F)cc2)c1,2
CO[C@@H](CN)c1ccc(C)s1,-24
CCCn1c(O)c(N=NC(=O)c2cc(Br)ccc2O)c2ccccc21,9
Cc1noc(CNC(=O)c2ccc3c(c2)OCO3)n1,0
COc1ccc(OC)c(NC(=O)c2cc(=O)c(OC)cn2C)c1,6
COc1cc(C=c2sc3n(c2=O)C(c2ccccc2)C(c2ccccc2)=NN=3)ccc1O (configuration not stated),5
COc1ccc(Cl)cc1NC(=O)CN1C(=O)CC(c2ccco2)Sc2ccccc21 (configuration not stated),1
O=C1OC2(CCCN(C(=O)CCc3ccc(Cl)c(F)c3)C2)c2ccccc21 (configuration not stated),-1
O=C(CN1C(=O)N/C(=C\c2ccc(Cl)cc2)C1=O)Nc1ccccc1C(F)(F)F,-2
COc1ccc(C=NNC(=O)c2cc(-c3cccn3C)n[nH]2)cc1OC,7
Cc1cc(C(=O)Nc2nc3c(s2)CSc2ccccc2-3)nn1C,2

# From PubChem
